Assay outcomes as filed in PubChem BioAssay.
RBBP9 inh – blocks human serine hydrolase RBBP9; 0.2% of 220,000 active; recombinant RBBP9, FP-Rh probe fluorescence polarization; inhibition, % at 7.94 µM;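 active = inhibition above the campaign mean of all tested compounds plus 3 SD, cut at about 14% in these data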;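 note: plate controls were DMSO wells with RBBP9 for no effect and wells lacking RBBP9 protein for full effect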
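Test system: recombinant human RBBP9; Timing: 30 min then 45 min, 25 °C; Detection: fluorescence polarization; Control set: RBBP9 with DMSO as uninhibited control, no-protein wells as full inhibition; Compound dosing: one concentration, 7.94 µM nominal, 0.794% DMSO; Probe or stimulus: FP-Rh activity-based probe, 375 nM before mixing.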
EP2 mod – modulates human prostaglandin E2 receptor EP2 signaling; EP2-expressing cells, cAMP HTRF FRET, PGE2 co-stimulation; induction, % at 25 µM; P43116; AID 940; 0.83% of 260,000 active;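 active = compounds whose cAMP rise, as percent of the full-agonist control response, exceeds 60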;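 note: rat C6 glioma line stably carrying human EP2 under a CMV promoter; the protocol text gives 20 µM as final concentration; 100% = response of wells given 1 µM PGE2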
Target sequence (P43116 whole entry, looked up): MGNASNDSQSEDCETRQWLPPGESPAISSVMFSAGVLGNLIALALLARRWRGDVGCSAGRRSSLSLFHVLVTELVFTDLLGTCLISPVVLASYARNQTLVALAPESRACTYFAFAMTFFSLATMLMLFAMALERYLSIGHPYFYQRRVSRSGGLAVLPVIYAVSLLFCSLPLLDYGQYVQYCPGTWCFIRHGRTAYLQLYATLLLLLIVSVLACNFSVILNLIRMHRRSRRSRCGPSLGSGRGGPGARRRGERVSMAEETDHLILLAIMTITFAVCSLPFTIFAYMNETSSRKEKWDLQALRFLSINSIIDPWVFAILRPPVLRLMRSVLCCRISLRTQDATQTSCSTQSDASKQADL
PGE2 EP2 inh – blocks the human prostaglandin E2 receptor EP2. AID 1422. 0.52% of 260,000 active. C6 glioma cells expressing human EP2, cAMP TR-FRET; cells stimulated with saturating PGE2. P43116. inhibition, % at 25 µM;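 active = percent inhibition above 40 after rounding to a whole number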;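 note: rat C6 glioma host cells with rolipram phosphodiesterase inhibitor present; the protocol text gives 20 µM as final concentration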
Runt-SMMHC FRET – Runt domain-CBFb-SMMHC interaction inhibition. Cerulean-Runt/Venus-CBFb-SMMHC FRET ratio 530/480, 1 h. 0.74% of 220,000 active. Q01196+Q13951. inhibition, % at 20 µM;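 active = mean inhibition across duplicate retests at 20 µM reaching about 50%, limit read from the data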;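 note: 0% = DMSO wells and 100% = wells with excess untagged CBFb-SMMHC; inhibitors lower the FRET ratio by blocking Runt binding to CBFb-SMMHC; some results filed as inactive read as strong as hits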
Target sequence (Q01196 whole entry, looked up, the tested form may be a part): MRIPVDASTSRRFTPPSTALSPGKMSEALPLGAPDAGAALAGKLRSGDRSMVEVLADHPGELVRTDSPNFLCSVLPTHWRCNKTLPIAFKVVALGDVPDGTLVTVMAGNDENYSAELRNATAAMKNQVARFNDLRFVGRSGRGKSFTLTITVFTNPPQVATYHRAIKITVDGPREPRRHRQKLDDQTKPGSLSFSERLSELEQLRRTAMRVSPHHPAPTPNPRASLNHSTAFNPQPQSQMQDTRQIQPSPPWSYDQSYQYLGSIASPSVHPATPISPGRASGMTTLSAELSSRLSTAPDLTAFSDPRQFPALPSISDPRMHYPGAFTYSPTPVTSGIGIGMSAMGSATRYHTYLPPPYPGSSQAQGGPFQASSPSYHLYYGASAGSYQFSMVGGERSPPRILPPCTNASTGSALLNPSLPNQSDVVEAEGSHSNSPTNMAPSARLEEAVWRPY
Target sequence (Q13951 whole entry, looked up, the tested form may be a part): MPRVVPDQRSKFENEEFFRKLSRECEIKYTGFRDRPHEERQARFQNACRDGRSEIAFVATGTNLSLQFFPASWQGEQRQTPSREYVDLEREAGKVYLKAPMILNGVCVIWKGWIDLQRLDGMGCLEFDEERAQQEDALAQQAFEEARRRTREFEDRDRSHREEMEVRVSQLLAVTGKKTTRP
TNF necrop inh – blocks TNF-alpha induced death of Jurkat FADD-/- cells; Jurkat FADD-/- TNF necroptosis rescue, ATP luminescence, 24 h; 0 = TNF only, 100 = no-TNF cells; 0.068% of 220,000 active; activation (protection from cell death), % at 10 µM;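 active = activation, meaning protection from cell death, of at least 50% relative to plate controls; inactive = activation below 50%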;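 note: necroptosis triggered by 40 ng/mL TNF-alpha added together with compound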
L929 necroptosis – blocks zVAD induced death of L929 cells | L929 zVAD necroptosis rescue, ATP luminescence, 24 h; with zVAD 60 µM | AID 1377 | viability rescue, % at 10 µM | 0.38% of 220,000 active;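 active = activation, scaled between plate controls, above about 75%, limit read from the data; inactive = activation under that limit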;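 note: 0% = zVAD with DMSO and 100% = DMSO alone without zVAD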
Hck-Nef inh – inhibitors of human Hck kinase activated by Nef. P08631. Recombinant Hck-YEEI plus Nef, Z-Lyte FRET kinase assay. inhibition, % at 20 µM. 0.68% of 220,000 active. AID 463187;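 active = Hck-Nef kinase inhibition above about 50%, limit read from the data; inactive = inhibition below that limit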;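 note: 0% = DMSO with Hck plus Nef and 100% = Hck alone without Nef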
PERK inh – inhibitors of human PERK kinase; Q9NZJ5; CHO PERK-DD fusion, SEAP luminescence translation reporter; inhibition, % at 5.6 µM; 0.17% of 220,000 active; AID 1416;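 active = inhibition above the mean inhibition of all tested compounds plus 3 SD, set separately per screening campaign, cut at about 2.9% in these data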;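 note: PERK kinase domain activated by AP20187 dimerizer at 100 nM; 0% = DMSO with dimerizer and 100% = rapamycin at 8.4 µM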
Runt-CBFb FRET – Runt domain-CBFb interaction inhibition | Q01196+Q13951 | Cerulean-Runt/Venus-CBFb FRET ratio 530/480, 1 h | inhibition, % at 20 µM | 0.46% of 220,000 active;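 active = inhibition over about 50% at 20 µM in the single-dose screen, limit read from the data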;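 note: 0% = DMSO wells and 100% = excess unlabeled CBFb competitor control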
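test system = Cerulean-Runt domain fusion protein, energy donor | probe or stimulus = Venus-CBFb binding partner, 100 nM | incubation = two 1 h room-temperature incubations shielded from light | detection = fluorescence energy transfer, 422 nm excitation, 530/480 nm emission | measure = loss of energy transfer signal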
Starred values were filed as active, the others as inactive; . = not tested or not shown; & = joins results of further samples. The list is partial, so the mix of outcomes need not match the whole.

SMILES	RBBP9 inh	EP2 mod	PGE2 EP2 inh	Runt-SMMHC FRET	TNF necrop inh	L929 necroptosis	Hck-Nef inh	PERK inh	Runt-CBFb FRET
CC1(C(=O)N2CC3(CC(c4cccc(NC(=O)CC(c5ccccc5)c5ccccc5)c4)=NO3)C[C@@H]2C(N)=O)CC1 (stereo partly drawn)	.	1	10	0	-4.9	-1.2	17	.	4
Cc1ccc(NC(=O)C2CCN(S(=O)(=O)c3cccs3)CC2)cc1C	-2	-33	-5	4	-0.6	-0.2	-2	0.1	2
CCOC(=O)Nc1cccc(Cl)c1C	1	4	1	4	-0.4	0.1	-1	0.2	-1
CCOC(=O)N1CCC(N2CCCC(CO)(Cc3cccc(OC)c3)C2)CC1 (stereo not drawn)	-10	-13	1	.	1.6	-0.8	22	0.0	.
COc1ccc(C(=O)NCC(=O)N/N=C/c2c(C)[nH]c3ccccc23)cc1OC	0	-22	7	-7	1.1	4.5	23	0.6	2
COc1cc(C(=O)OCC(=O)N(C)C)cc(NC(=O)c2ccco2)c1OC	-1	7	6	-2	-2.8	-0.2	2	-0.3	-1
Cc1noc(C)c1COC(=O)c1cccnc1Cl	-2	22	8	2	0.3	2.0	-4	1.7	0
C/C(=N/NC(=O)c1cccc(N2CCCC2=O)c1)c1ccncc1	-1	3	14	0	0.7	6.2	21	0.2	-1
O=C(Nc1ccc(O)c(-c2nc3ccccc3o2)c1)C1(c2ccc([N+](=O)[O-])cc2)CCCC1	-10	11	7	-2	2.3	2.0	1	-0.5	1
O=C(NCC(=O)N(CCc1ccccc1)C(C(=O)NC1CCCC1)c1cccnc1)c1ccco1 (stereo not drawn)	-7	9	.	1	-1.1	-0.1	0	-0.8	0
COc1ccc(C2C(C(=O)N3CCOCC3)=C(C)NC3=C2C(=O)CC(C)(C)C3)cc1O (stereo not drawn)	0	3	5	-1	-0.6	-0.5	0	0.9	0
Cc1c(N2C(=O)CSC2c2ccco2)c(=O)n(-c2ccccc2)n1C (stereo not drawn)	-1	9	7	2	1.1	0.1	17	0.2	-1
O=C(CN1CCCCC1)Nc1ccc(F)c(Cl)c1	-14	-16&-81	9&10	1	4.2	2.6	-4	0.7	0
COc1ccccc1NS(=O)(=O)c1ccc(NC(=O)Cc2cccs2)cc1	-7	-49	4	2	5.5	0.1	1	0.2	-2
CCOC(=O)C1CCCN(C(=O)C2CCC(CNS(=O)(=O)c3ccc(NC(C)=O)cc3)CC2)C1 (stereo not drawn)	-4	9	11	-1	-0.9	2.0	-1	-0.6	-1
COc1ccc2c(CC(=O)Nc3cccc(S(=O)(=O)N4CCOCC4)c3)coc2c1	3	11	12	-4	-0.7	1.0	1	0.3	1
Cc1cc(=O)oc(C)c1C(=O)N1CCN(C)CC1	3	-3	-3	5	0.9	0.9	2	1.5	0
CC1(C)CC(=O)CC(=O)/C1=N\Nc1c(Cl)cc(Cl)cc1Cl	-9	2	5	-1	-0.5	0.3	0	0.4	0
COC(=O)c1ccsc1NC(=O)CSc1nnnn1-c1ccccc1SC	-8	-7	6	-2	-2.5	-0.3	7	-0.3	-1
COc1cccc(C(=O)Nc2ccc(S(=O)(=O)Nc3cc(C)nc(C)n3)cc2)c1	-6	2	6	.	-0.7	-0.2	19	-0.5	.
CN(c1ccccc1)S(=O)(=O)c1ccc(C(=O)OCC(=O)NC(N)=O)cc1	5	3	4	-3	3.9	-0.8	13	0.7	1
Cc1ccc(S(=O)(=O)NCCC(C)C)cc1[N+](=O)[O-]	-11	-1	11	2	2.9	1.1	2	0.0	-1
CCC(=O)OCC(=O)Nc1cc(S(=O)(=O)N(C)C)ccc1Cl	-5	13	4	-2	-0.3	0.8	15	-0.3	-3
C=CCN(c1ccccc1C(=O)NCC(=O)OCC)S(=O)(=O)c1ccc(C)cc1	2	-4	10	1	-0.2	-0.4	-5	-0.6	2
O=C(Nc1ccccc1)C1=C[C@@H](c2ccc(Br)cc2)C[C@@H](OCc2ccc(CO)cc2)O1	-24	-18	12	-2	3.3	0.4	-6	-0.4	0
Cc1nnc(NC(=O)CSc2nnc(Cc3cccn3C)n2-c2cccc(C(F)(F)F)c2)s1	-4	-5	10	0	0.6	-0.5	2	0.9	-6
Nc1ccc(C(=O)OCC(=O)c2cccc([N+](=O)[O-])c2)cc1	1	-28	10	-1	-1.0	1.1	13	1.3	0
COc1ccc(OC)c(-n2nnnc2SCC(=O)Nc2ccc(C(=O)N3CCCCC3)cc2)c1	-12	39	5	2	-9.5	-0.6	1	-1.5	-1
Cc1ccc(/C=N/N2CCN(C3c4ccccc4-c4ccccc43)CC2)s1	-5	24	4	2	3.2	1.1	-1	-0.6	7
COc1cc(C)ccc1OCCOc1c(C)cccc1Cl	-9	35	.	1	-2.1	0.2	1	1.3	2
CCOc1ccc(NC(=O)Nc2cccnc2)cc1	-3	-21	-1	-3	-6.4	-0.5	10	0.8	-3
N#Cc1c2n(c3c(=O)n(CC(=O)c4ccc([N+](=O)[O-])cc4)cnc13)CCCCC2	-9	18	8	1	1.3	.	6	-0.5	-4
CC(C)C(OC(=O)CCC(=O)Nc1nccs1)C(=O)NC1CCCCC1 (stereo not drawn)	-7	-3&18	8&8	1	1.6	2.6	22	0.1	0
Oc1ccc(N2CCN(C(c3cccs3)c3nnnn3CCc3ccccc3)CC2)cc1 (stereo not drawn)	10	12	8	28	-6.0	0.2	1	-1.6	16
O=C(Nc1ccc(F)cc1)NC1(C(=O)NCc2ccc3c(c2)OCO3)CCCCC1	-7	7	12	3	-0.4	0.3	9	0.7	-1
CC(=O)Nc1sc(C)c(C)c1CN1CCN(S(=O)(=O)c2ccccc2)CC1	0	11	7	-5	3.5	1.6	-5	0.1	0
COc1ccc2[nH]cc(C(=O)CN3CCCC(C)C3)c2c1 (stereo not drawn)	-8	5	-1	2	-2.0	0.6	1	-0.2	-1
Nc1nc2ccccc2cc1S(=O)(=O)c1ccccc1	-6	-19	4	19	0.9	-0.3	17	-0.5	11
CC1CCN(Cc2c(O)ccc3c(=O)c(-c4nc5ccccc5s4)c(N)oc23)CC1	0	-63	17	-1	1.7	64	2	-0.9	-1
Cc1ccc(C(=O)Oc2cccc(NC(=O)c3cccs3)c2)cc1S(=O)(=O)N1CCOCC1	-13	-24	16	-5	-3.2	-0.2	0	-0.7	0

Retrieved by structure from the list above (2):
SMILES	RBBP9 inh	EP2 mod	PGE2 EP2 inh	Runt-SMMHC FRET	TNF necrop inh	L929 necroptosis	Hck-Nef inh	PERK inh	Runt-CBFb FRET
Oc1ccc(N2CCN(C(c3cccs3)c3nnnn3CCc3ccccc3)CC2)cc1 (stereo not drawn)	10	12	8	28	-6.0	0.2	1	-1.6	16
COc1cc(C)ccc1OCCOc1c(C)cccc1Cl	-9	35	.	1	-2.1	0.2	1	1.3	2

Further records
SMILES	RBBP9 inh	EP2 mod	PGE2 EP2 inh	Runt-SMMHC FRET	TNF necrop inh	L929 necroptosis	Hck-Nef inh	PERK inh	Runt-CBFb FRET
C/C(N)=C(/C#N)C(=O)CSc1nnnn1-c1ccccc1	-11	17	11	3	-0.8	0.4	1	0.4	-2
CN1CCC(N(C)C(=O)c2cc(=O)c3ccccc3o2)CC1	-6	-23	6	3	0.1	-1.0	12	-0.1	2
O=S(=O)(c1ccccc1)n1nc(-c2ccccc2)nc1NCc1ccco1	-11	56	10	0	1.9	16	-1	1.1	-1
COc1cc2cc(CN(CCN3CCOCC3)C(=O)Nc3ccc(F)cc3)c(=O)[nH]c2cc1OC	-5	2	8	-32	2.7	2.2	21	0.0	-21
Cn1nc(-c2ccccc2)c2ncc(C(F)(F)F)cc21	-7	-5	6	-1	0.8	-0.4	18	1.0	-2
COc1ccc(CCN(C)CCC(=O)Nc2cccc(C)c2)cc1OC	-3	-31	4	0	4.9	-1.2	10	0.5	-1
Cc1ccsc1/C=N/NC(=O)c1cc(-c2ccncc2)nc2ccccc12	-7	-18	17	-3	-6.9	-1.1	3	-0.4	-5
O=C(NN1C(=O)C2C3C=CC(O3)C2C1=O)c1cccc(O)c1 (stereo not drawn)	-4	4	11	2	1.8	0.7	3	0.9	7
COc1ccccc1NC(=S)N(Cc1ccccc1)Cc1cccnc1	-1	8	4	2	-0.1	-0.5	19	-0.3	-2
O=C(C1=NNCC1c1ccccc1)C1OC1c1ccccc1 (stereo not drawn)	-14	-20	13	0	40	49	18	-0.7	0
Cc1ccc(S(=O)(=O)NCCCCCC(=O)Nc2c(C)n(C)n(-c3ccccc3)c2=O)cc1	-7	-3	4	-2	-0.9	-0.6	15	-0.3	2
Oc1ccc(/C=N/Nc2ccc(C(F)(F)F)cn2)cc1	-7	-35	6	-1	38	83*	39	-0.1	-1
Cc1cc(C)nc(NC(=O)Nc2ccccc2C(F)(F)F)n1	-4	-7	1	-1	-9.7	1.7	-2	-0.1	-2
COC(=O)c1ccc(NC(=O)C2CCCN2S(=O)(=O)c2ccc(OC)cc2)cc1 (stereo not drawn)	-1	-62	20	0	2.0	0.9	-12	-1.2	-2
CCN(CC(=O)NCc1cccs1)C(=O)c1ccccc1F	-3	-14	3	0	0.9	-0.6	-11	0.8	2
CC1CN(S(=O)(=O)c2ccc(NC(=O)c3ccco3)cc2)CC(C)O1 (stereo not drawn)	-8	-50	6	-4	0.6	0.4	-1	-1.6	0
O=C(NN=C1CCCCCC1)c1ccc2c(c1)OCO2	12	-11	7	2	0.7	0.4	16	0.5	0
Cc1cccc(NC(=S)NN2CCN(C)CC2)c1C	-4	-14	12	-5	1.1	0.2	-4	0.8	2
OC(COC(c1ccccc1)c1ccccc1)CN1CCc2ccccc2C1 (stereo not drawn)	-3	20	7	-2	2.2	-0.9	3	-0.9	-2
CS(=O)(=O)c1ccc(S(=O)CC(=O)Oc2ccc(Cl)cc2)c([N+](=O)[O-])c1 (stereo not drawn)	0	-99	32	32	-1.7	-1.3	25	0.6	41
O=C(c1ccco1)N1CCN(C(=O)c2ccc(COc3ccc(F)cc3)o2)CC1	-11	5	11	-5	-4.2	78*	-1	-1.2	-2
CNS(=O)(=O)c1ccc2ccccc2c1	19*	-15	3	-7	21	0.5	-9	0.8	3
Cc1ccc([N+](=O)[O-])cc1S(=O)(=O)NCCc1c(C)[nH]c2c(C)cccc12	-4	-28	8	2	3.7	1.3	1	0.1	-2
CCOC(=O)Nc1nc(-c2ccc(F)cc2F)cs1	-12	-31	11	1	2.9	-0.9	-24	0.5	1
CS(=O)(=O)N1CCN(C(=O)c2ccccc2F)CC1	-4	23	20	-1	-0.1	-0.4	15	-0.2	2
Cc1cc2cc(C(=O)N3CCc4c([nH]c5ccccc45)C3c3ccccn3)ccc2o1 (stereo not drawn)	0	-27	4	0	-0.2	0.5	20	0.8	1
CC(C)CN(Cc1cc2ccccc2[nH]c1=O)C(=O)c1cccnc1	-13	19	2	-4	-0.7	0.8	0	0.4	-1
Cc1cc(C)cc(C(=O)OCC(=O)Nc2cccc(S(=O)(=O)NC3=NCCCCC3)c2)c1	-1	-9	4	-38	2.4	0.6	6	-0.3	-2
COc1ccc(S(=O)(=O)N(C)C)cc1NCC(=O)Nc1ccc(Br)cc1F	-5	-12	8	-7	1.4	0.2	0	-0.8	-2
